# Rac1 wt modul = alters GTP binding to wildtype human Rac1. P63000. GST-Rac1 beads, fluorescent GTP binding, flow cytometry; actives lie on both sides; 0 = cold GTP competed, 100 = untreated. GTP binding activity (% of control), % at 10 µM. 0.27% of 190,000 active. AID 757;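 active = GTP binding activity at least 20 points away from the 100% control level, either lower or higher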
# Cdc42 wt = modulators (inhibitors or activators) of GTP binding to human Cdc42 wildtype | P60953 | GST-Cdc42 beads, Bodipy-GTP binding, flow cytometry; actives lie on both sides | percent activity (GTP binding), % at 10 µM | 0.2% of 190,000 active;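 active = percent activity GTP binding at least 20 points away from the 100% baseline, either down as inhibitor or up as activator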;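 note: median bead fluorescence of bound Bodipy-FL-GTP at 100 nM; 0% = excess unlabeled GTP control and 100% = no compound control; below 100% means less GTP binding so inhibitor and above means activator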
# Target sequence (P60953 whole entry, looked up): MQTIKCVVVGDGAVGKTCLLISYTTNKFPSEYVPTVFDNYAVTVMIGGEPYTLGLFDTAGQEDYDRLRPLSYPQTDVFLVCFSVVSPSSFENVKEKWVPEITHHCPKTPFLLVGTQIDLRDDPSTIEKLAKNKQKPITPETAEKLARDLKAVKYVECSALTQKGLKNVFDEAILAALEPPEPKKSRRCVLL
# Rab2A wt mod = changes GTP binding to wildtype dog Rab2A, up or down; P61105; GST-Rab2 wt beads, Bodipy-GTP binding, flow cytometry; GTP binding activity, % at 10 µM; 0.19% of 190,000 active; AID 760;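 active = GTP binding activity at least 20 points away from 100%, either lowered or raised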;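 note: 0% = beads with excess unlabeled GTP and 100% = no-compound control corrected for plate trend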
# Mcl1-Bid inh = Mcl-1/Bid interaction inhibition; inhibition, % at 21.7 µM; Q07820; TR-FRET Mcl-1/Bid-Dy647 peptide binding, 1536-well; 0.97% of 220,000 active;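 active = compounds that cut the binding signal by more than half at the single screening dose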;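 note: His-tagged Mcl-1 with europium anti-His antibody binding Bid BH3 peptide; 0% = Mcl-1 plus peptide wells and 100% = peptide-only wells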
# Target sequence (Q07820 whole entry, looked up): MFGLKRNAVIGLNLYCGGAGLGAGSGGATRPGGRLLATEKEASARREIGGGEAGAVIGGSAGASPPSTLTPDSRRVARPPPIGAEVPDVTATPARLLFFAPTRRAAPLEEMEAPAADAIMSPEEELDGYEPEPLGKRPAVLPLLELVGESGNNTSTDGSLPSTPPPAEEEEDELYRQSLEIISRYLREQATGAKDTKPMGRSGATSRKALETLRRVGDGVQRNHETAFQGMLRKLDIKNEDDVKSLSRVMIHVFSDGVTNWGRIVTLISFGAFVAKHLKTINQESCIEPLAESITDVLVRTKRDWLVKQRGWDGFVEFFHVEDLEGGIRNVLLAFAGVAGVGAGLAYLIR
# HRas wt GTP = human HRas wildtype GTP binding, change in either direction. 0.14% of 190,000 active. GTP binding activity, % at 10 µM. GST-Ras wt beads, Bodipy-FL-GTP binding, flow cytometry; actives lie on both sides;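 active = GTP binding activity at least 20% away from the 100% baseline, either lowered as inhibitor or raised as activator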;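 note: 0% = unlabeled GTP competition control and 100% = no-compound control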
# Target sequence (P01112 whole entry, looked up): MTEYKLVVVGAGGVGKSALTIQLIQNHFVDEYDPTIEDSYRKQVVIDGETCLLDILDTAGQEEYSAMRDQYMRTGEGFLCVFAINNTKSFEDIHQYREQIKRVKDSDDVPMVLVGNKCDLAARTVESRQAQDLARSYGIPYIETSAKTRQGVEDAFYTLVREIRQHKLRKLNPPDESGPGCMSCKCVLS
# Rac1 act GTP bind = modulators of GTP binding to human Rac1 activated mutant | P63000 | GST-Rac1 activated beads, fluorescent GTP binding, flow cytometry; actives lie on both sides; 100% means binding = to untreated wells | percent activity (GTP binding), % at 10 µM | 0.11% of 190,000 active | AID 764;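 active = GTP binding at least 20 percentage points away from the 100% baseline, in either direction, so actives lie on both sides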
# Mcl1-Noxa inh = disrupts binding of human Mcl-1 to Noxa peptide | Q07820 | TR-FRET Mcl-1/Noxa peptide binding, 2 h | inhibition, % at 21.7 µM | 1.5% of 220,000 active;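 active = compounds that cut the protein-peptide binding signal by more than 50% relative to plate controls in a single-dose test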;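 note: His-tagged Mcl-1 with rhodamine Noxa BH3 peptide and terbium anti-His antibody; 0% = Mcl-1 plus Noxa peptide wells and 100% = peptide-only wells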
# Rab7 wt modul = modulators of GTP binding to dog Rab7 wildtype GTPase | GST-Rab7 beads, fluorescent GTP binding, flow cytometry; actives lie on both sides; untreated = 100%, excess cold GTP = 0% | GTP binding activity (percent of control), % at 10 µM | 0.055% of 190,000 active | AID 758;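 active = fluorescent GTP binding to Rab7 beads changed by at least 20 points from the 100% baseline, either direction, mostly lower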;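 note: median green fluorescence of bound Bodipy-FL-GTP per Rab7 bead population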
# Pf gamet viab = kills late stage P. falciparum gametocytes; P. falciparum stage V gametocytes, ATP luminescence, 24 h; inhibition, % at 10.9 µM; 0.065% of 150,000 active; AID 743093;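 active = inhibition above the mean plus 3 SD of compounds within the control limits, set per campaign, cut at about 38% in these data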;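 note: 0% = DMSO wells and 100% = medium only without gametocytes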
# Avidin fluor = compound fluoresces at 488/530 nm on avidin beads | fluorescence (KMESF) at 10 µM | 0.38% of 220,000 active | compound fluorescence 488/530 nm, flow cytometry; active compounds read high | AID 1775; in the data active = fluorescence above about 47; note: inactives centre near 10
# GSH fluor = compound fluoresces at 488/530 nm on GSH beads; 0.25% of 190,000 active; GSH beads flow cytometry, compound fluorescence 488/530 nm; active compounds read high; AID 1776; fluorescence (KMESF) at 10 µM; in the data active = fluorescence above about 89;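 note: glutathione beads carrying GST-tagged Bcl family fusion proteins plus one bare bead set; values are compound well signal with DMSO vehicle wells as background; inactives centre near 16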
# * = called active by the depositor; / = no result given. No enrichment for hits, and some 3% of all compounds hit somewhere here.
# The first 5 entries (preview)
nr	mol	GSH fluor	Pf gamet viab	HRas wt GTP	Rac1 wt modul	Rab2A wt mod	Rac1 act GTP bind	Mcl1-Bid inh	Avidin fluor	Mcl1-Noxa inh	Cdc42 wt	Rab7 wt modul
1	O=C(Cn1c(=O)sc2ccccc21)Nc1ccccc1C(=O)O	6	2	94	96	94	92	-8	4	12	96	95
2	Cc1sc(NC(=O)CN(Cc2ccc(F)cc2)C(=O)C(C)(C)C)c(C(N)=O)c1C	11	-5	101	104	100	97	-23	25	13	100	99
3	COC(=O)c1ccc(N=NN2CCCCCC2)cc1	15	7	98	102	97	101	8	16	1	104	97
4	CN(C)S(=O)(=O)Oc1cccc(C(=O)Nc2cccc(Cl)c2)c1	15	/	103	102	104	99	12	12	13	104	103
5	CC(=O)NC(c1ccc(C)cc1)c1cc([N+](=O)[O-])c2cccnc2c1O (stereo not given)	18	-9	100	96	95	93	-16	9	-48	95	101

# This part in full (from the top)
nr	mol	GSH fluor	Pf gamet viab	HRas wt GTP	Rac1 wt modul	Rab2A wt mod	Rac1 act GTP bind	Mcl1-Bid inh	Avidin fluor	Mcl1-Noxa inh	Cdc42 wt	Rab7 wt modul
1	O=C(Cn1c(=O)sc2ccccc21)Nc1ccccc1C(=O)O	6	2	94	96	94	92	-8	4	12	96	95
2	Cc1sc(NC(=O)CN(Cc2ccc(F)cc2)C(=O)C(C)(C)C)c(C(N)=O)c1C	11	-5	101	104	100	97	-23	25	13	100	99
3	COC(=O)c1ccc(N=NN2CCCCCC2)cc1	15	7	98	102	97	101	8	16	1	104	97
4	CN(C)S(=O)(=O)Oc1cccc(C(=O)Nc2cccc(Cl)c2)c1	15	/	103	102	104	99	12	12	13	104	103
5	CC(=O)NC(c1ccc(C)cc1)c1cc([N+](=O)[O-])c2cccnc2c1O (stereo not given)	18	-9	100	96	95	93	-16	9	-48	95	101
6	CN(C)c1ccc(C(=O)OCC(=O)NCCC2=CCCCC2)cc1	18	12	98	94	95	93	-7	10	2	93	103
7	COc1ccccc1C(=O)Nc1ccc(Br)cc1C	9	/	95	96	98	94	-3	8	13	94	104
8	Cc1ccnc(Sc2nc3c(c(=O)[nH]c(=O)n3C)n2CCCc2ccccc2)n1	26	1	96	91	94	93	-28	10	/	98	92
9	O=C(Nc1nc2c(s1)CCCC2)c1nn(Cc2ccccc2)c(=O)c2ccccc12	8	11	101	104	101	98	-23	15	-2	103	96
10	C=CCn1c(N)cc(=O)nc1SCC(=O)N(c1ccccc1)c1ccccc1	14	-15	100	99	99	97	-3	10	-7	98	102
11	COc1ccc(OC)c(NC2c3ncccc3C(=O)N2Cc2ccco2)c1 (stereo not given)	28	/	100	104	100	100	-2	5	20	101	101
12	CCS(=O)(=O)NCc1cn2c(C)csc2n1	29	/	98	101	98	97	-26	20	5	100	101
13	CCn1c(SCC(=O)NCC(=O)Nc2ccc(F)cc2)nnc1-c1cccs1	42	/	98	97	96	95	-15	6	1	98	100
14	Cc1ccc(NC(=O)COC(=O)/C(=C/c2cccs2)c2cccs2)cc1S(=O)(=O)N(C)C	9	15	98	98	98	94	-29	6	11	95	102
15	CCN(CC)CCNC(=O)NC1CCCCC1	39	-14	103	104	101	101	-12	5	-14	101	102
16	CC(C)c1onc(C(=O)NC2CCCCC2)c1[N+](=O)[O-]	19	10	98	101	95	99	-13	9	-3	95	102
17	COC(=O)COC(=O)c1ccc(-n2nnnc2SC)cc1	20	6	99	95	100	98	-22	13	-15	99	95
18	CCOC(=O)c1[nH]c(Cc2[nH]c(C(=O)OCC)c(C)c2CCC(=O)OC)c(CCC(=O)OC)c1C	32	-8	100	104	100	102	-4	15	10	103	97
19	O=C(CCn1c(=O)c2sccc2n(CC(=O)NCc2ccco2)c1=O)NCc1ccccc1	23	/	103	100	101	101	-28	11	3	102	99
20	O=S(=O)(c1ccccc1)N1CCN=C1SCc1ccccc1	12	11	97	99	98	97	-1	11	15	99	97
21	Cc1ccc2nc(-c3ccc(NC(=O)C4CCCO4)cc3)[nH]c2c1 (stereo not given)	42	/	99	99	98	98	14	6	0	98	102
22	COc1ccc(N2CCN(C(=O)COc3ncnc4ccccc34)CC2)cc1	26	/	99	102	101	100	-43	8	32	99	96
23	CN(C(=O)c1ccccn1)c1nnc(-c2cnccn2)s1	13	-6	100	100	98	99	-3	22	0	104	99
24	CC12COC3(C(=O)Nc4ccc(Cl)cn4)CC1CCC32C (stereo not given)	10	2	100	107	100	101	-7	7	-6	103	98
25	CSc1nc(C)cc(OCCO)n1	11	/	102	108	104	101	-11	10	28	100	101
26	Cc1cc(C)cc(N(CC(=O)N2CCN(c3ccccc3)CC2)S(=O)(=O)c2c(C)noc2C)c1	20	/	101	105	103	100	-23	7	-12	103	102
27	COc1cccc(C(=O)NC2CCSC2=O)c1 (stereo not given)	15	-4	100	101	99	97	-19	14	-4	99	99
28	CCOC(=O)N1CCC(n2c(SCC(=O)NCCC3=CCCCC3)nc3ccccc3c2=O)CC1	14	-33	99	99	96	98	-31	29	-56	99	96
29	CCn1ncc(C2=NOC(C(=O)Nc3ccc(C)cc3)C2)c1C (stereo not given)	19	/	100	101	97	100	-18	37	9	102	96
30	Cc1cccc(-n2c(O)c(C=NC3CCS(=O)(=O)C3)c3ccccc3c2=O)c1 (stereo not given)	25	25	99	95	100	99	-18	14	-7	98	99

nr	mol	GSH fluor	Pf gamet viab	HRas wt GTP	Rac1 wt modul	Rab2A wt mod	Rac1 act GTP bind	Mcl1-Bid inh	Avidin fluor	Mcl1-Noxa inh	Cdc42 wt	Rab7 wt modul
31	O=C(N/N=C/c1cc2c(cc1Br)OCO2)c1cccnc1	65	-7	96	100	95	98	-4	17	4	97	98
32	Cc1ccc(Cc2c[nH]c(=S)s2)cc1	16	11	99	100	96	94	-75	9	4	94	102
33	CSc1nc(-c2ccco2)nn1S(C)(=O)=O	26	/	104	106	104	102	-3	20	-6	103	96
34	Clc1cccc(C2CCN(Cc3nc(COc4ccccc4)no3)C2)c1 (stereo not given)	18	-7	94	96	93	90	-23	8	21	90	97
35	Cc1ccc(C(=O)COC(=O)c2cnccn2)cc1C	8	/	96	98	93	99	1	20	-9	98	93
36	NC(=O)COc1ccc(/C=N/NC(=O)C2CCCN2S(=O)(=O)c2ccc(Cl)cc2)cc1 (stereo not given)	13	/	98	103	97	98	-22	7	3	99	98
37	CCCCn1c(-c2ccc([N+](=O)[O-])cc2)n[nH]c1=S	26	/	95	93	95	95	-32	10	/	100	90
38	COc1ccccc1NC(=S)NNC(=O)c1ccncc1	17	0	97	99	96	95	-51	10	3	96	98
39	Oc1ccc2ccccc2c1CNn1cnnc1	26	/	98	102	99	99	-4	32	14	99	98
40	O=C(CSc1ncnc2ccccc12)c1cccs1	12	3	94	97	92	94	-6	25	-1	93	96
41	COc1ccccc1NC(=O)C1(c2ccccc2)CCCC1	20	10	95	98	95	98	-6	8	13	96	94
42	CCCNC(=O)Cn1c(=O)oc2ccccc21	23	-38	98	99	102	99	-10	8	-25	100	93
43	COC(=O)[C@H](Cc1ccccc1)NC(=O)NCCc1ccc(S(N)(=O)=O)cc1	40	/	97	94	93	93	6	5	6	96	96
44	O=C(O)c1cc(-c2cccs2)[nH]n1	29	17	97	95	98	96	9	7	7	97	97
45	CCn1cc(CNC(=O)NC2CCCCC2)c(C)n1	11	-16	104	104	102	102	-10	14	7	104	100
46	Cc1noc(C)c1S(=O)(=O)N1CCC(C(=O)N2CCN(Cc3ccc4c(c3)OCO4)CC2)CC1	33	2	100	102	98	98	-3	7	18	99	98
47	O=C1CCCC2=C1C(Cc1ccccc1)C1=C(CCCC1=O)O2	5	18	102	106	98	99	30	7	4	103	100
48	O=C(CCN1CCc2ccccc2C1)c1ccc2c(c1)OCCO2	25	/	92	89	90	85	7	19	24	81	90
49	Cc1cc(C)cc(NS(=O)(=O)c2ccc(Oc3ncc(C(F)(F)F)cc3Cl)cc2)c1	69	3	99	98	98	96	6	7	-5	99	98
50	COc1cc2c(cc1OC)C(NC(=O)C(F)(F)F)C/C2=N\O (stereo not given)	11	-13	101	105	100	100	-16	15	12	99	107
51	C#Cc1ccc([C@@H]2C=C(C(=O)N3CCN(Cc4ccc5c(c4)OCO5)CC3)O[C@H](OCC)[C@H]2CCCO)cc1	20	-4	96	94	96	95	-5	5	-5	97	103
52	O=S(=O)(c1cccc2nsnc12)N1CCc2ccccc2C1	16	/	98	102	98	95	2	20	-2	100	98
53	CC(Sc1nnc(-c2cccs2)n1Cc1ccccc1)C(=O)NCc1ccc2c(c1)OCO2 (stereo not given)	34	/	97	97	97	96	-7	6	2	96	100
54	CCOC(=O)c1c(OCCO)noc1N	14	-9	98	99	98	94	-7	10	16	98	103
55	Cc1ccnc(NC(=O)c2cc([N+](=O)[O-])cc([N+](=O)[O-])c2)c1	24	17	98	101	100	93	6	9	29	97	107
56	CCCNC(=O)Nc1ccc2c(c1)N(C)C(=O)c1ccccc1S2	52	/	102	102	102	98	-2	19	27	104	100
57	O=C(O)CCCc1ccccc1	20	/	102	100	102	99	-2	5	22	102	104
58	Cc1ccsc1-c1n[nH]c(=S)n1CC(C)C	7	/	101	99	99	98	-75	5	18	100	104
59	O=C(CNC(=O)COc1ccccc1)NCCc1ccccn1	12	7	97	102	99	96	-2	14	24	98	93
60	COC(=O)c1cccc(NC(=O)/C=C/c2ccc3c(c2)OCO3)c1	5	4	97	100	100	98	-29	14	9	98	100
61	O=Cc1ccc2cccnc2n1	39	/	95	94	95	98	6	18	7	96	88

# Four of the entries above in order of their number in Mcl1-Bid inh, largest number first.
No. | molecule | Mcl1-Bid inh
49 | Cc1cc(C)cc(NS(=O)(=O)c2ccc(Oc3ncc(C(F)(F)F)cc3Cl)cc2)c1 | 6
35 | Cc1ccc(C(=O)COC(=O)c2cnccn2)cc1C | 1
39 | Oc1ccc2ccccc2c1CNn1cnnc1 | -4
40 | O=C(CSc1ncnc2ccccc12)c1cccs1 | -6

# 2 entries from above, with two lines to a compound:
# Sequence of screens: GSH fluor, Pf gamet viab, HRas wt GTP, Rac1 wt modul, Rab2A wt mod, Rac1 act GTP bind, Mcl1-Bid inh, Avidin fluor, Mcl1-Noxa inh, Cdc42 wt, Rab7 wt modul
54	CCOC(=O)c1c(OCCO)noc1N
  14, -9, 98, 99, 98, 94, -7, 10, 16, 98, 103
55	Cc1ccnc(NC(=O)c2cc([N+](=O)[O-])cc([N+](=O)[O-])c2)c1
  24, 17, 98, 101, 100, 93, 6, 9, 29, 97, 107
